bovine MsrA act: bovine methionine sulfoxide reductase A activation; purified bovine MsrA, absorbance read-out; activation, % at 10.6 µM; 0.3% of 360,000 active; AID 602163; in the data active means activation above about 7.5%;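 further: 0% = vehicle and 100% = reference activator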
CSN deneddyl inh: blocks human CSN-mediated cullin deneddylation; Purified CSN, SCF-Nedd8-OG deneddylation, fluorescence polarization; inhibition, % at 12.5 µM; 0.38% of 360,000 active;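 active means pattern-corrected inhibition above about 35%, with an unprinted fluorescence ratio check between 0.5 and 1.5, limit read from the data, passing the limit was not always enough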;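 further: 0% = enzyme with substrate and 100% = substrate without enzyme; some results filed as inactive read as strong as hits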
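Test system: Human Csn5 produced in HEK293T cells | Compound: 12.5 µM single point | Times: 90 min, room temperature | Signal: Fluorescence polarization readout | Read-out basis: % inhibition of substrate cleavage by Csn5 | Controls: no-enzyme wells high, enzyme-with-substrate wells low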
MT1-MMP act inh: MT1-MMP (human) activation inhibition. AID 651647. 0.061% of 360,000 active. HT1080 RFP-PRO-GFP cells, GFP/RFP ratio fluorescence, overnight; percent of plate control window, DMSO zero. GFP/RFP ratio change, % at 20 µM. P50281;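 active means GFP/RFP ratio change of at least 30% with cell ATP level not reduced by more than half and red fluorescence within 50% of control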; further: strong numbers were not always called active
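Assay system: HT1080 cells carrying an RFP-PRO-GFP reporter | Dosing: Single dose of 20 µM compound, 1% DMSO final | Incubation: Cells overnight before dosing, compound overnight, 37 °C, 5% CO2 | Evaluation: GFP/RFP fluorescence ratio | Control set: DMSO and RFP-L50D-GFP cell wells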
Rin1-Abl PPI inh: inhibitors of human Rin1-Abl protein interaction | P00519+Q13671 | TR-FRET Rin1/Abl binding, biochemical | inhibition, % at 7.35 µM | 0.4% of 360,000 active | AID 588664; in the data active means inhibition above about 5%, passing the limit was not always enough
E coli Lon inh: inhibitors of E. coli Lon protease. purified E. coli Lon protease, fluorescence polarization. 0.42% of 360,000 active. inhibition, % at 7.94 µM. P0A9M0; in the data active means inhibition above about 13%, passing the limit was not always enough;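 further: 0% = enzyme with probe and DMSO and 100% = no enzyme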
Target sequence (P0A9M0 whole entry, looked up): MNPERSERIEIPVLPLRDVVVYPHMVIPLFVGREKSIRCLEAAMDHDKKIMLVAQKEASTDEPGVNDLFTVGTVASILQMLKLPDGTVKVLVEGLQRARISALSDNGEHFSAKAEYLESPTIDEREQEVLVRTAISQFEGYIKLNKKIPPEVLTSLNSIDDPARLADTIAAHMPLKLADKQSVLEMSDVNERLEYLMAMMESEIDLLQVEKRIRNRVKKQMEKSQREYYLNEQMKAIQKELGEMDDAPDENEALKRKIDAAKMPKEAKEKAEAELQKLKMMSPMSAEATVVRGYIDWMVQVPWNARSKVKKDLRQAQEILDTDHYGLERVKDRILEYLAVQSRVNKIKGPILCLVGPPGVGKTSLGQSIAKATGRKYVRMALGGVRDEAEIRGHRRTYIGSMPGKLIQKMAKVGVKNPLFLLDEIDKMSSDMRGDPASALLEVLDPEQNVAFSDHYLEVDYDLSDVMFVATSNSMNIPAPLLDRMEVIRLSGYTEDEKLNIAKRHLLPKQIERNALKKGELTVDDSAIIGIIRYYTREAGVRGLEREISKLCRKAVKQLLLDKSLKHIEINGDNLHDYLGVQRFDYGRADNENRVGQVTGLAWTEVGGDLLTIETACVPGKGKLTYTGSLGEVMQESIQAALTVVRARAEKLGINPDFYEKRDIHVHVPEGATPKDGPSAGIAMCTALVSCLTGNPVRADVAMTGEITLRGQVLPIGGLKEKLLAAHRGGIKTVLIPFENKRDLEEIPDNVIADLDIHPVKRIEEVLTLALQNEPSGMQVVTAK
PABP1 MLLE inh: inhibitors of microRNA-mediated deadenylation, human PABP1 MLLE binding; P11940; GST-MLLE / FITC-PAM2 fluorescence polarization; inhibition, % at 20 µM; 0.36% of 360,000 active; AID 588489; in the data active means inhibition above about 35%, passing the limit was not always enough;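 further: plate controls were DMSO wells with GST-MLLE for no effect and wells lacking GST-MLLE protein for full effect; some results filed as inactive read as strong as hits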
MsrA inhibitor: bovine MsrA inhibition. purified bovine MsrA, absorbance read-out. 0.75% of 360,000 active. inhibition, % at 15.5 µM; in the data active means inhibition above about 4.5%;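 further: 0% = vehicle wells with enzyme and 100% = reference inhibitor wells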
Rpn11 inh: Rpn11 (human) deubiquitinase inhibition. AID 588493. 0.59% of 360,000 active. calls only at 20 µM. human 26S proteasome, Ub4-pepOG fluorescence polarization; 20S core pre-blocked with epoxomicin;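 active means inhibition at 20 µM, scaled to each plate's controls, above about 33%, limit read from the data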
Target sequence (O00487 whole entry, looked up): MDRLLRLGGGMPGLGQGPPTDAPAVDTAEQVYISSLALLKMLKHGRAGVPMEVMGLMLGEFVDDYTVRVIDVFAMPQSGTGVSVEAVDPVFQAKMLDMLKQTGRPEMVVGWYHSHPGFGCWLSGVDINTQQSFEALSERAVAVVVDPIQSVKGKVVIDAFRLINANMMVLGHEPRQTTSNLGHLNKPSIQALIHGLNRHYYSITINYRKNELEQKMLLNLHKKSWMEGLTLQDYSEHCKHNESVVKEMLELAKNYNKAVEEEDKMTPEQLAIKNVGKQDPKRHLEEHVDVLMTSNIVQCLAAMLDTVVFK
FAS-TE inh: inhibitors of human fatty acid synthase thioesterase domain | inhibition, % at 15 µM | AID 602261 | recombinant FAS-TE, OMFH fluorogenic substrate, fluorescence endpoint | 0.67% of 360,000 active;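 active means compounds whose normalised, plate-corrected inhibition of enzyme fluorescence in the single-dose primary screen is 50% or more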;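 further: 0% = DMSO with enzyme and 100% = substrate without enzyme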
* marks the source's active call; other numbers are inactive results; i = inactive; nt = not tested or not shown.

SMILES | bovine MsrA act | CSN deneddyl inh | MT1-MMP act inh | Rin1-Abl PPI inh | E coli Lon inh | PABP1 MLLE inh | MsrA inhibitor | Rpn11 inh | FAS-TE inh
COc1ccc(Cl)cc1CNCCCSc1ncccn1 | -4 | -3 | 1 | -1 | -5 | 4 | -0.1 | i | -6
O=C(CCc1ccccc1)Nc1nc2n(n1)C(c1ccc(Cl)cc1)CC(=O)N2 (centres undefined) | 2 | -1 | -3 | 2 | -10 | -3 | -0.3 | i | 0
COCCn1c(=S)[nH]c2ccc(N(C)C)cc2c1=O | -6 | -5 | 3 | -1 | 14 | 26 | 2.6 | i | -7
CCCC1=NN(C(=O)CCc2ccccc2O)C(O)(C(F)(F)F)C1 (centres undefined) | 1 | -5 | -1 | 2 | -1 | -80 | 0.5 | i | -14
O=C(CN(C(=O)c1cccc([N+](=O)[O-])c1)C1CCCCC1)Nc1ccc(Cl)c([N+](=O)[O-])c1 | -5 | 6 | -2 | 1 | -1 | 2 | 0.3 | i | 81*
COc1ccc(S(=O)(=O)N2CCC(C(=O)NCCc3ccccc3)CC2)cc1 | -1 | 1 | 1 | 1 | 1 | 1 | -0.4 | i | -4
CC(C)(CNC(=O)c1cccs1)CNC(=O)c1cccs1 | -2 | -2 | 1 | 1 | -1 | 8 | -0.2 | i | 24
O=C(O)/C(=C\c1ccccc1)c1ccc2ccccc2c1 | -3 | 1 | -1 | 1 | -4 | 5 | 0.5 | i | -4
CC(=O)c1c(C)[nH]c(C(=O)N2CCc3ccccc3C2)c1C | -8 | -5 | 1 | 2 | 4 | -1 | 3.0 | i | -4
COc1cccc(-c2cc(C(=O)NCCN3CCOCC3)no2)c1 | -7 | -6 | 1 | 1 | -7 | -8 | -0.1 | i | -6
CN1CCN(c2ncnc3c2ncn3[C@H]2CN(C)C[C@@H](CO)O2)CC1 | -2 | 5 | 0 | 0 | -1 | 0 | -0.5 | i | -4
O=C(NN=Cc1c(O)ccc2ccccc12)c1ccncc1 | -9 | 106 | -78 | 4 | i | -61 | 3.0 | nt | 0
CCNC(=S)NC1CC2CCCC(C1)N2Cc1ccco1 (centres undefined) | 1 | -2 | -1 | -2 | -10 | -14 | -1.1 | i | -10
Cc1ccc(C(C(=O)NC(C)(C)C)N(CC2CCCO2)C(=O)CCC(=O)Nc2ccccn2)cc1 (centres undefined) | -2 | 4 | -3 | -1 | -6 | -10 | 0.6 | i | -4
CCOC(=O)[C@H]1[C@H]2COc3ccc(Cl)cc3[C@@H]2N2C(=O)c3cc(F)ccc3NC(=O)[C@@]12C | -4 | -4 | -1 | 3 | 0 | -4 | -1.0 | i | 17
C=CCC[C@H](Cc1ccc(F)cc1)C(=O)OC[C@@H](C)NC(=O)[C@H](CC=C)CC(=O)NCCO | -13 | -5 | nt | -3 | -2 | 0 | 0.9 | i | -7
CCCCCSc1nncc(=O)[nH]1 | -10 | 6 | -9 | -2 | -6 | 12 | 0.8 | i | -4
O=S(=O)(c1ccc(NCCOCCO)nc1)N1CCCCC1 | -2 | 2 | 5 | 3 | -7 | -6 | -0.5 | i | -6
CC(OC(=O)Cc1c(F)cccc1Cl)C(=O)NC1CCCCC1C (centres undefined) | 0 | 5 | 2 | 1 | 6 | -11 | 0.0 | i | -4
Cc1cccc(CN(C)C)c1CC(O)(c1ccccc1)c1ccccc1 | -3 | -1 | 0 | 2 | -23 | 9 | -0.6 | i | 1
Cc1cc(NC(=O)c2cccnc2)ccc1NC(=O)c1cc2ccccc2o1 | -2 | 6 | -6 | -2 | -1 | -3 | 1.9 | i | 1
C/C(=N\Nc1ccccn1)c1ccc(C#N)cc1 | -5 | 7 | 2 | -5 | -4 | -7 | 4.5 | i | 0
COc1cc(OC)cc(C(=O)Nc2ncn[nH]2)c1 | -1 | -3 | 3 | 1 | -5 | 6 | -0.6 | i | -10
CC(=O)Nc1ccc2c(c1)c1ccccc1n2C(C)=O | 2 | 4 | -1 | 0 | 2 | -11 | -0.6 | i | -8
CNC(=O)CN(c1cccc2ccccc12)S(C)(=O)=O | -2 | 1 | 1 | -2 | 4 | 7 | -1.7 | i | -4
COc1cccc2cc(C(=O)Nc3ccccc3C)/c(=N/O)oc12 | -2 | -4 | 1 | 3 | -4 | -10 | -0.9 | i | -12
CC(C)Oc1ccc(C2C(C#N)=C(N)Oc3c2oc(CO)cc3=O)cc1 (centres undefined) | -2 | 1 | -6 | -1 | -9 | 3 | 0.8 | i | -2
COc1cc(-c2nc3ccccn3c2NCC2CCCO2)ccc1O (centres undefined) | -6 | -2 | 6 | -4 | 3 | 6 | 2.1 | i | -5
COC(=O)C1=NN(c2ccccc2)C2(S1)SC(C(C)=O)=C(C)N2c1ccccc1 (centres undefined) | -1 | 2 | -1 | 3 | 9 | 11 | 1.3 | i | 20
Cc1ccc(S(=O)(=O)N2CCN(C(=O)CSc3nnnn3C)C2)cc1 | -2 | 2 | 2 | -4 | -2 | -5 | -0.1 | i | -7
COc1cccc(C(NC(C)=O)c2ccc3cccnc3c2O)c1 (centres undefined) | 7 | -4 | 4 | 6.7* | 2 | 6 | 0.3 | i | 0
CC(NC(=O)Cn1ccsc1=N)C12CC3CC(CC(C3)C1)C2 (centres undefined) | -1 | -1 | -3 | -2 | 6 | -1 | -0.8 | i | -25
CCc1ccc(-c2cc(C)no2)cc1S(=O)(=O)NCc1ccc(OC)c(OC)c1 | -1 | -5 | 7 | -3 | -14 | -6 | -1.5 | i | 3
O=C1NC(=O)C2(COC(c3ccccc3Cl)OC2)S1 (centres undefined) | -4 | 2 | 1 | 1 | 3 | -10 | 0.8 | i | -15
CC(NC(=O)c1ccco1)C(=O)N1CCN(c2cccc(Cl)c2)CC1 (centres undefined) | -10 | 3 | 0 | 1 | 2 | 5 | 0.0 | i | -2
COc1cc(CN2CCN(Cc3ccc(C(F)(F)F)cc3)CC2)cc(OC)c1OC | -6 | 1 | 7 | 0 | 7 | -2 | -1.6 | i | 1
COc1cc(/C=C2\SC(=S)N(N3CCOCC3)C2=O)cc(OC)c1OC | -3 | -1 | 15 | -4 | 1 | 11 | 0.5 | i | -8
CC(=O)c1cccc(NC(=O)c2cc(-c3ccc(F)cc3)on2)c1 | -3 | -5 | -3 | 1 | 2 | -7 | 0.7 | i | -7
O=S(=O)(Oc1ccccc1/C=N/n1cnnc1)c1ccccc1 | -6 | 2 | 2 | 6 | -3 | -5 | -0.6 | i | -9
COC(=O)c1c(NC(=O)C(=O)N2CCCCC2)sc2c1CC(C)(C)OC2 | -4 | -1 | -1 | -2 | 8 | 16 | 0.2 | i | 8
NC(=O)C1CCN(C(=O)Cc2ccc([N+](=O)[O-])cc2)CC1 | -10 | -8 | 2 | 1 | -3 | 11 | -0.2 | i | -6
Cc1cc(O)c(-c2cc(C(=O)Nc3cccnc3)[nH]n2)cc1C | -6 | 3 | 4 | -3 | 1 | 2 | 1.1 | i | -3
O=C(Nc1cccnc1Cl)c1cc(-c2ccccc2O)on1 | -4 | 0 | 2 | 0 | -6 | -9 | -0.2 | i | -7
Cc1ccc(COC(=O)CCN=C2NS(=O)(=O)c3ccccc32)cc1 | -1 | -2 | -1 | -2 | -7 | -6 | 1.2 | i | 2
COc1ccc(-c2nc(C)ncc2-c2csc(C)n2)c(O)c1 | 3 | -3 | 2 | -3 | -4 | 13 | -0.1 | i | -4
COc1cc(/C=N/NC(=O)COc2c(C)cc([N+](=O)[O-])cc2C)ccc1OC(=O)c1ccccc1Br | -3 | -1 | -21 | -2 | -3 | -6 | 1.2 | i | 32
C#CCN1[C@@H]2CCN(C2)c2cc(Br)ccc2S1(=O)=O | 0 | -2 | 2 | 2 | -2 | 15 | -0.1 | i | 5
CCCOc1cc(C)c(S(=O)(=O)n2ccc(C)n2)cc1C | -1 | -3 | 2 | 0 | 1 | 5 | 0.3 | i | 8
CS(=O)(=O)N(CC(=O)N1CCN(c2ccccc2)CC1)C1CCCCC1 | -3 | 1 | -2 | -1 | -3 | -7 | 0.3 | i | -6
COc1ccc(/C=N/NC(=O)c2ccoc2C)cc1OC | -2 | -7 | 2 | 0 | -3 | -8 | 0.1 | i | -9
The results go on.
SMILES | bovine MsrA act | CSN deneddyl inh | MT1-MMP act inh | Rin1-Abl PPI inh | E coli Lon inh | PABP1 MLLE inh | MsrA inhibitor | Rpn11 inh | FAS-TE inh
CCOC(=O)C1(C)Oc2ccccc2C(C(=O)OC)=C1C(=O)OC (centres undefined) | -1 | -5 | 1 | -1 | -6 | -61 | 1.4 | i | -4
NS(=O)(=O)c1ccc(CNC(=O)c2cc(-c3cccnc3)nc3ccccc23)cc1 | 1 | 4 | -3 | 0 | -1 | -12 | -1.1 | i | -4
CC(C)CCNC(=O)COc1ccc2c(c1)C(=O)CC(C)(C)O2 | -12 | -2 | -3 | 5 | 0 | 1 | 1.3 | i | -6
COC(=O)c1c(NC(=O)/C=C/C(=O)O)sc(Cc2ccccc2)c1C | -5 | 2 | -22 | 0 | 1 | 6 | nt | i | 0
COCCCNC(=S)N1CCC(NC(=O)Nc2ccc(C)cc2)CC1 | -7 | -2 | 2 | -1 | -5 | -143 | 2.0 | i | -3

Molecules listed so far containing an aryl methoxy group (13):
SMILES | bovine MsrA act | CSN deneddyl inh | MT1-MMP act inh | Rin1-Abl PPI inh | E coli Lon inh | PABP1 MLLE inh | MsrA inhibitor | Rpn11 inh | FAS-TE inh
COc1ccc(Cl)cc1CNCCCSc1ncccn1 | -4 | -3 | 1 | -1 | -5 | 4 | -0.1 | i | -6
COc1ccc(S(=O)(=O)N2CCC(C(=O)NCCc3ccccc3)CC2)cc1 | -1 | 1 | 1 | 1 | 1 | 1 | -0.4 | i | -4
COc1cccc(-c2cc(C(=O)NCCN3CCOCC3)no2)c1 | -7 | -6 | 1 | 1 | -7 | -8 | -0.1 | i | -6
COc1cc(OC)cc(C(=O)Nc2ncn[nH]2)c1 | -1 | -3 | 3 | 1 | -5 | 6 | -0.6 | i | -10
COc1cccc2cc(C(=O)Nc3ccccc3C)/c(=N/O)oc12 | -2 | -4 | 1 | 3 | -4 | -10 | -0.9 | i | -12
COc1cc(-c2nc3ccccn3c2NCC2CCCO2)ccc1O (centres undefined) | -6 | -2 | 6 | -4 | 3 | 6 | 2.1 | i | -5
COc1cccc(C(NC(C)=O)c2ccc3cccnc3c2O)c1 (centres undefined) | 7 | -4 | 4 | 6.7* | 2 | 6 | 0.3 | i | 0
CCc1ccc(-c2cc(C)no2)cc1S(=O)(=O)NCc1ccc(OC)c(OC)c1 | -1 | -5 | 7 | -3 | -14 | -6 | -1.5 | i | 3
COc1cc(CN2CCN(Cc3ccc(C(F)(F)F)cc3)CC2)cc(OC)c1OC | -6 | 1 | 7 | 0 | 7 | -2 | -1.6 | i | 1
COc1cc(/C=C2\SC(=S)N(N3CCOCC3)C2=O)cc(OC)c1OC | -3 | -1 | 15 | -4 | 1 | 11 | 0.5 | i | -8
COc1ccc(-c2nc(C)ncc2-c2csc(C)n2)c(O)c1 | 3 | -3 | 2 | -3 | -4 | 13 | -0.1 | i | -4
COc1cc(/C=N/NC(=O)COc2c(C)cc([N+](=O)[O-])cc2C)ccc1OC(=O)c1ccccc1Br | -3 | -1 | -21 | -2 | -3 | -6 | 1.2 | i | 32
COc1ccc(/C=N/NC(=O)c2ccoc2C)cc1OC | -2 | -7 | 2 | 0 | -3 | -8 | 0.1 | i | -9

Screening data as filed in PubChem BioAssay.
